# Source: PubChem (several laboratories)
# TR-FRET SRC-2 ct: flags TR-FRET format artefacts in PPARgamma SRC-2 recruitment agonist screen. TR-FRET artefact counter-screen; stronger effect = higher value. TR-FRET ratio at 8 µM. 0.4% of 200,000 active. AID 1049; in the data active = TR-FRET ratio above about 2000; note: inactives centre near 1500
# STAT3 blocker: STAT3 signaling inhibition; U3A cells, IL-6 STAT3-luciferase reporter, luminescence; host cell line lacks STAT1; inhibition, % at 5.5 µM; 0.89% of 190,000 active; AID 862;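 active = inhibition above the mean inhibition across all screened compounds plus 3 SD, cut at about 44% in these data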;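 note: 0% = DMSO only wells and 100% = 100 µM nifuroxazide control wells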
# PPARg SRC-1 ag: agonists of human PPARgamma SRC-1 coactivator recruitment. P37231. 0.41% of 200,000 active. activation, % at 8 µM. PPARgamma-SRC-1 coactivator recruitment biochemical assay; in the data active = activation above about 19%;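 note: 0% = DMSO and 100% = reference agonist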
# Target sequence (P37231 whole entry, looked up): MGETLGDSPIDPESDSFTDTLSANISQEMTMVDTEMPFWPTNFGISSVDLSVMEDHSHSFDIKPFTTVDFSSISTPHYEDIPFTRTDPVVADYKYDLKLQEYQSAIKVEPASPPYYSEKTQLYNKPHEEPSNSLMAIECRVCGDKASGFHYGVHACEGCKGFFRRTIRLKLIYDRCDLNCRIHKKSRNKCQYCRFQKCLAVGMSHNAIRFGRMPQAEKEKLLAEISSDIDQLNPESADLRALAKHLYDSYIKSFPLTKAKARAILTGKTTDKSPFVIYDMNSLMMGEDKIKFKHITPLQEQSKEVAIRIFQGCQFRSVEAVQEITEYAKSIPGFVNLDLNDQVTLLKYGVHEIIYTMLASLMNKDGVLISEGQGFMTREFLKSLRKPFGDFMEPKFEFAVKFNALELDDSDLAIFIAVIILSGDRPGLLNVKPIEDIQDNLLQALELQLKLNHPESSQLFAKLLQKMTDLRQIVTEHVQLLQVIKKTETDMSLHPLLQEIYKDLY
# ROMK mod: human ROMK K+ channel modulation, primary screen; 2% of 130,000 active; Tet-inducible ROMK, thallium flux fluorescence; actives lie on both sides; AID 1918; B-score at 10 µM; P48048;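 active = signal ratio slope over the read window, or its plate-corrected B-score, at least 3 SD from the plate mean, either direction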;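 note: B-score of the F/F0 ratio slope over 7 to 12 s after thallium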
# PPARg SRC3 recr: agonists of human PPARgamma SRC-3 coactivator recruitment; P37231; biochemical PPARgamma/SRC-3 coactivator recruitment assay; AID 731; 0.26% of 200,000 active; activation, % at 8 µM; in the data active = activation above about 23%;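 note: 0% = DMSO and 100% = reference agonist; some compounds past the cut are filed as inactive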
# RAM inhibit: blocks the yeast RAM network. S. cerevisiae dse1pr::URA3 reporter, 5-FOA growth OD615, 2 d; analog-sensitive cbk1-as2 kinase mutant strain. inhibition, % at 50 µM. 1.8% of 190,000 active. AID 868;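 active = inhibition above a set limit, 3 SD over mean compound inhibition, cut at about 8.4% in these data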;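 note: 0% = DMSO-only wells with no growth and 100% = 10 µM 1-NA-PP1 full growth; inhibition rescues growth on 5-FOA so higher OD means more RAM inhibition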
# PPARg SRC2 recr: agonists of SRC-2 recruitment by human PPARgamma; AID 1032; 0.34% of 200,000 active; activation, % at 8 µM; PPARgamma LBD-SRC-2 recruitment, biochemical; in the data active = activation above about 22%;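 note: 0% = vehicle and 100% = reference agonist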
# STAT3 activator: STAT3 signaling activation; U3A cells, IL-6 STAT3-luciferase reporter, luminescence; 100% = signal with IL-6 EC80 alone; activation (% of control), % at 5.6 µM; 0.91% of 190,000 active; AID 871;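 active = activation above the screen-wide mean of compound activation plus 3 SD, cut at about 130% in these data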;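 note: 0% = background luminescence of wells with medium and substrate only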
#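 Detection: reporter luminescence signal / Assay system: STAT1-lacking human U3A cells, STAT3 luciferase reporter / Incubation: compound pre-incubation 1 h before IL-6, then 6 h stimulation at 37 °C / Control set: IL-6-only high control / Read-out: % activation relative to IL-6 control / Probe or stimulus: Interleukin-6, 33 ng/mL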
# STAT1 blocker: STAT1 signaling inhibition. inhibition, % at 5.5 µM. 0.35% of 200,000 active. NIH 3T3 STAT1-luciferase reporter, IFN-gamma, luminescence;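 active = inhibition above a set limit, the mean inhibition across all tested compounds plus 3 SD, cut at about 34% in these data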;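 note: 0% = IFN-gamma with DMSO and 100% = IFN-gamma with 300 µM nifuroxazide; values of inactives mirror those of a sister screen read the other way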
# S1P3 antagonist: blocks the human S1P3 receptor. Q99500. CHO S1P3 NFAT-BLA reporter, FRET fluorescence, antagonist mode. inhibition, % at 4.98 µM. 0.27% of 170,000 active. AID 485;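 active = inhibition above the plate cutoff, the mean inhibition of test wells on that plate plus 3 SD, cut at about 28% in these data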;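 note: cells challenged with S1P at its EC80 of 0.8 µM; blue over green emission ratio from cleaved BLA substrate after 4 h stimulation; 0% = S1P-stimulated wells and 100% = unstimulated DMSO-only wells; some compounds past the cut are filed as inactive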
# Target sequence (Q99500 whole entry, looked up): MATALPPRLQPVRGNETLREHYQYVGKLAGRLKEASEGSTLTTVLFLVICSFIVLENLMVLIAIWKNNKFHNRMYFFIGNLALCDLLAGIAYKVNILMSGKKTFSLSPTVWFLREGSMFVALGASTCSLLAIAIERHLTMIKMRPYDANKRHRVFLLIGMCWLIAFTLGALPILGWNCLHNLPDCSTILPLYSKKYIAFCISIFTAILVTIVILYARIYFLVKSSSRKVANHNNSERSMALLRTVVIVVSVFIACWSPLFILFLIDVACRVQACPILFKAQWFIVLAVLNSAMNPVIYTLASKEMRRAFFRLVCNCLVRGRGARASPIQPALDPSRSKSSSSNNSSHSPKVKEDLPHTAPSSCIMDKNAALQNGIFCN
# TLR4 MyD88 comp: inhibitors of human TLR4-MyD88 binding; HeLa CL3-4 TLR4/MyD88 BLA complementation, FRET ratio; 0.18% of 200,000 active; O00206+Q99836; inhibition, % at 8.4 µM; AID 861; in the data active = inhibition above about 25%;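 note: 0% = vehicle and 100% = reference inhibitor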
# The depositor's hits bear a star; · = not tested or not shown; & = joins results of further samples.
Compound	TR-FRET SRC-2 ct	STAT3 blocker	PPARg SRC-1 ag	ROMK mod	PPARg SRC3 recr	RAM inhibit	PPARg SRC2 recr	STAT3 activator	STAT1 blocker	S1P3 antagonist	TLR4 MyD88 comp
Cc1cc(C)n(C(=O)c2ccc(NC(=O)C3COc4ccccc4O3)cc2)n1 (stereo not drawn)	1615	12	0	0.53	5	1.1	-1	93	-6	-7	5
O=[N+]([O-])c1cccc(/C=N/Nc2nccnc2Cl)c1	1594	9	-5	·	-2	0.5	5	102	-27	·	8
COc1cccc(N/C(SCc2cccc([N+](=O)[O-])c2)=C(/C#N)C(=O)NCc2cccs2)c1	1420	-13	-4	-0.22	1	17*	-3	108	-9	-17	-18
O=C(CCC(=O)c1ccc(F)cc1)OC1CCOC1=O (stereo not drawn)	1644	8	5	2.5	4	0.5	4	98	2	8	1
Cc1cccc(NC(=O)NCCc2ccc(Cl)cc2)c1	1532	12	-14	-0.56	-2	0.4	-7	94	-5	9	16
CCNC(=S)N/N=C(\C)c1cccc(OC)c1	1613	13	-3	0.2	-4	1.8	-5	95	-5	-17	-10
COc1ccc(-c2cc(C(=O)Nc3c(Cl)cc(Cl)cc3Cl)c3ccccc3n2)cc1OC	1796	-3	6	-0.43	-5	2.0	1	106	-2	-4	-5
COCCCN1C(=O)C(=O)/C(=C(/O)c2ccc(C)cc2)C1c1ccccc1 (stereo not drawn)	1475	6	-7	·	2	4.0	5	100	-3	6	0
CCn1c(CSc2ncccn2)nnc1SCC(=O)N1c2ccccc2CC1C (stereo not drawn)	1471	4	1	·	-14	1.3	2	102	-2	7	-3
CC(=O)c1ccc(NC(=S)Nc2ccc(N3CCOCC3)cc2)cc1	1610	8	10	0.74	-1	-1.5	9	99	-15	-20	0
O=C1N(Nc2ccccc2)C(c2ccc(Br)cc2)C12CCCCC2 (stereo not drawn)	1544	5	3	·	7	2.6	1	99	0	·	-4
O=C(C(c1ccccc1)c1ccccc1)N1CCN(Cc2ccc(Br)cc2)CC1	1538	5	2	-0.25	8	1.4	16	96	-9	·	0
Cc1ccccc1N1C(=O)C2C3CC(=O)C(c4ccccc43)C2C1=O (stereo not drawn)	1529	-6	0	-1.2	0	-0.4	4	108	4	1	-18
O=C(CC1C(=O)NCCN1Cc1cccc(Oc2ccccc2)c1)NCc1cccnc1 (stereo not drawn)	1735	-11	6	-0.0086	3	2.0	9	110	4	5	7
CCc1ccc(NC(=O)CCNS(=O)(=O)c2cccc3nsnc23)cc1	1539	14	0	-0.11	1	0.9	6	93	6	·	-3
CCN(C(=O)Nc1ccccc1OC)c1c(N)n(Cc2ccccc2)c(=O)[nH]c1=O	1295	1	6	0.86	-8	0.7	-4	97	-2	·	2
CCCNC(=O)C1CCN(S(=O)(=O)c2ccc(Br)cc2)CC1	1445	8	2	-0.037	-15	0.4	4	97	9	9	20
CCN(CC)c1ncn(Cc2c(Cl)cccc2Cl)c2ncnc1-2	1609	11	5	·	-5	1.4	8	94	2	·	-8
Cc1cccc(NC(=O)CC2S/C(=N/c3nccs3)N(C)C2=O)c1 (stereo not drawn)	1531	14	-1	-0.83	4	3.0	-1	88	10	·	-15
COc1ccc(/C(C)=N/Nc2ncc(Cl)cc2Cl)c(O)c1	1614	-7	6	0.68	5	8.2	12	104	0	-13	-12
c1ccc(N2CCN(c3ccccc3)C2c2cccs2)cc1	1654	11	9	·	-1	1.1	7	93	-29	-44	-5
C/C(CC(=O)Nc1ccc(Cl)c(C(F)(F)F)c1)=N\NC(=O)c1cccc(O)c1	1838	-9	2	-0.18	4	-0.3	-1	105	0	-2	-1
Cc1cc2nnc(SCC(=O)Nc3cc(S(=O)(=O)N4CCOCC4)ccc3Cl)n2c2ccccc12	1718	11	4	·	3	3.2	5	91	-4	15	2
Cc1cc(C)c(C)c(S(=O)(=O)NNC(=O)c2cccc(S(=O)(=O)N3CCOCC3)c2)c1C	1438	-12	4	-0.052	1	0.8	1	112	-2	-4	10
COCCn1c(SC2CCOC2=O)nc2ccccc2c1=O (stereo not drawn)	1467	2	5	2.4	2	0.6	5	103	12	2	-11
CCOC(=O)N1CCC(N2Cc3cccc(C(=O)N4CCN(c5cccc(C)c5C)CC4)c3C2=O)CC1	1432	5	4	-0.92	6	-0.7	0	97	-8	3	-4
Cn1c(-c2sc3cc(C(F)(F)F)cnc3c2-c2cccnc2)n[nH]c1=S	1633	4	19*	0.071	30*	2.2	19	102	12	·	-2
CCOC(=O)c1cnn(Cc2cccc(Cl)c2)c1C	1416	11	-6	0.5	0	0.7	-5	101	14	1	5
CCOC(=O)c1cnc(NCc2ccccc2)nc1C	1678	-5	3	0.2	-4	1.2	0	108	-17	7	3
Cc1noc2ncnc(Oc3ccc(Cl)cc3Cl)c12	1554	1	8	0.59	5	2.9	-2	109	-3	-3	-6
O=C(c1ccccc1)c1ccc(OCC(O)CN2CCOCC2)cc1 (stereo not drawn)	1545	4	1	0.69	8	·	7	99	1	-24	1
COc1ccc(OC)c2[nH]c(=O)c(CCNS(=O)(=O)c3ccc(C)cc3)cc12	1731	7	4	·	7	4.6	4	97	-2	6	2
COc1ccc(CCNC(=O)CSc2nc(-c3ccco3)cc(C(F)(F)F)n2)cc1OC	1590	12	-2	0.96	11	0.1	-2	93	3	-2	1
CCC1(c2ccc(F)cc2)NC(=O)N(CC(=O)c2ccc[nH]2)C1=O (stereo not drawn)	1530	-3	-1	·	-10	1.4	4	108	-3	-13	6
O=C(O)/C=C/C(=O)NC1CCC(CC2CCC(NC(=O)/C=C/C(=O)O)CC2)CC1 (stereo not drawn)	1643	-3	0	·	5	1.4	6	105	-12	-8	16
COc1ccc(C(=O)NC2CCCCCC2)cc1S(=O)(=O)N1CCCC1	1621	9	2	-0.39	3	3.5	-2	101	7	13	-11
Cc1ccc(C2N=C(N)Nc3nc4ccccc4n32)cc1 (stereo not drawn)	1559	-3	-4	-1.2	-2	0.9	-1	103	-6	-4	-2
CCOc1ccccc1CNCc1ccc(F)cc1	1590	6	7	-0.33	0	-1.0	6	99	-5	14	-4
CCOC(=O)N/N=C/c1ccc(OC)c(O)c1	1635	-2	6	·	-1	1.6	11	103	1	-24	8
COc1cc(C(=O)O/N=C2\C=CC(=O)C(C)=C2)cc(OC)c1OC	1539	4	2	0.49	21	1.1	-4	102	2	·	7
CCC1CCCCN1C(=O)CSc1nc(N)c(NC(=O)c2ccc(OC)c(OC)c2)c(=O)[nH]1 (stereo not drawn)	1597	10	-5	·	-6	0.3	-7	99	-3	-12	-10
CC(=O)c1cccc(NC(=O)c2cc(-n3cnnc3)ccc2Cl)c1	1456	1	1	·	-6	0.4	1	100	-2	-15	2
COc1cccc(/C=N/Nc2nc3ccccc3n3cnnc23)c1O	1598	16	-3	·	2	0.9	-4	86	-15	4	6
O=C(CSc1ncccc1C(=O)O)c1ccccc1	1675	8	4	·	1	2.0	-1	96	6	12	13
CC(C)OC(=O)c1ccc(NC(=O)c2ccccc2)cc1	1599	8	6	-0.5	6	1.1	0	100	-28	4	-5
COC(=O)c1cn(NC(=O)c2ccc([N+](=O)[O-])cc2Cl)c(=O)c2ccccc12	1831	0	7	0.18	2	2.4	0	101	5	-16	-5
COc1cccc(/C=C2\SC(=O)N(CCC(=O)NNC(=O)c3cccc(Cl)c3)C2=O)c1	1443	-1	-9	-0.42	-2	2.1	-6	103	0	-30	-7
CCOc1cc(C(=O)N2CCc3cc(OC)c(OC)cc3C2)ccc1OC(F)F	1607	-35	-6	4.1*	-9	1.9	-4	133*	10	8	2
C(#CCN1CCOCC1)COCCOC(c1ccccc1)c1ccccc1	1499	-6	-2	1*	-3	1.0	3	105	-5	·	-16
COc1ccccc1Cn1c(/C=C/c2ccccc2)nc2ccccc21	1478	-9	-3	-0.61	-3	2.0	-4	110	-13	8	-2
Clc1ccccc1OCc1nnc(-c2ccccc2)o1	1484	-48	-3	-0.12	5	2.5	2	144*	-58	0	-10
Nc1ccc(C(=O)O)c(O)c1	1462&1618&1773	-9&0&0	4&6&4	0.15	2&3&2	2.2&1.8&0.1	-2&8&8	109&102&102	-3&7&5	3&0&-12	8&4&-2
Cc1ccc(OCc2nnc(SCC(=O)CC(=O)Nc3ccccc3)o2)cc1	1459	12	-13	·	-13	5.1	-2	99	9	-10	-5
C=CCNC(=S)N1CCN(c2ccc([N+](=O)[O-])cc2)CC1	1643	20	5	·	-4	0.6	-8	82	5	-6	19
Cc1c(/C=N/n2cnnc2)c2ccccc2n1C	1328	6	2	·	7	-0.9	-3	101	4	4	6
Cc1cccc(NC(=O)c2ccccc2OCC(=O)c2ccc(F)cc2)c1	1429	-4	-1	·	-2	3.6	0	102	-2	-14	10
CN1C(=O)c2cccc(NCCCCCCN3C(=O)c4ccccc4C3=O)c2C1=O	1584	19	4	0.26	5	5.1	1	84	-1	·	-1
COc1ccc(C(CNC(=O)COc2ccccc2OC)N(C)C)cc1OC (stereo not drawn)	1257	5	3	1.6	-6	0.8	-5	99	0	2	-2
O=C(O)c1ccc(-c2ccco2)n1Cc1ccccc1	1451	1	7	0.84	4	2.5	5	103	-1	-15	4
CCN(CC)S(=O)(=O)c1ccc2[nH]c(=O)cc(C(=O)Nc3ccc(C)c(S(=O)(=O)N(CC)CC)c3)c2c1	1586	-5	-1	-0.83	1	6.2	2	103	-9	1	-7

# The results go on:
Compound	TR-FRET SRC-2 ct	STAT3 blocker	PPARg SRC-1 ag	ROMK mod	PPARg SRC3 recr	RAM inhibit	PPARg SRC2 recr	STAT3 activator	STAT1 blocker	S1P3 antagonist	TLR4 MyD88 comp
COc1ccc(N(CC(=O)Nc2nc3ccc(C)cc3s2)S(=O)(=O)c2c(C)nn(C)c2C)cc1	1752	6	0	·	2	5.6	16	99	-1	-1	13
O=C1Nc2cc(Cl)c(Cl)cc2N(O)N1c1ccc(Cl)cc1	1518	5	-2	·	-6	0.4	2	99	11	·	-2
CCOc1ccc(N2C(=O)C3ON(c4ccccc4)C(c4cccs4)C3C2=O)cc1 (stereo not drawn)	1388	5	4	0.24	0	6.5	-1	97	0	-5	5
COc1ccc(CCNC(=O)C2=COCCO2)cc1	1686	14	-2	·	6	0.0	-1	92	-7	5	0
COc1ccc([N+](=O)[O-])cc1N/C(=N/S(=O)(=O)c1ccccc1)c1ccccc1	1667	9	-1	-0.3	4	2.3	5	101	2	5	-19
COc1cccc2c3c(c(=O)[nH]c12)CCC(C)(C)O3	1412	6	-1	·	-5	-0.7	9	101	-6	·	10
CCC(C)(C)NC(=O)CN(Cc1ccc2c(c1)OCO2)C(=O)CCC(=O)Nc1ccccn1	1503	1	1	-0.18	-1	-0.2	13	102	-2	-25	-3
